# Screening data as filed in PubChem BioAssay.
# CHOP UPR activ: activators of apoptotic CHOP UPR arm, primary screen, cell-based, CHO-CHOP luciferase reporter, luminescence, uHTS; AID 449763, 2010; hit rate 0.34% among 330,000; activation, % at 10 µM; UPR activation; percent of tunicamycin response over DMSO baseline;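 active means at 10 µM dose, activation of 40% or more, normalized to positive control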;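 further: 100% = tunicamycin at 10 µg/mL and 0% = DMSO alone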
#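 Assay system: CHO-CHOP cells, stable luciferase reporter of PERK-eIF2a-CHOP signalling / Buffer or medium: F12 plus 10% serum / Compound dosing: one dose, 10 µM in 0.5% DMSO / Times: 6 h compound treatment, 37 °C / Technique: luciferase luminescence / Read-out: % reporter activation, DMSO baseline versus tunicamycin full activation / Benchmarks: tunicamycin and DMSO controls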
# TIM10 inh: growth inhibitors of isogenic TIM10 control yeast, primary screen, counter-screen for tim10-1 yeast inhibitor project, luminescence, uHTS; S. cerevisiae TIM10 strain growth, BacTiter-Glo luminescence, 24 h; inhibition, % at 10 µM; hit rate 1.4% among 330,000; AID 463195, 2010;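 active means inhibition of 40% or more at the single tested concentration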;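 further: wild-type TIM10 isogenic control strain grown at permissive 25 °C; 0% = DMSO yeast wells and 100% = minimal medium wells without yeast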
# Mdm2-MdmX inh: inhibitors of human Mdm2-MdmX association, primary screen, cell-based, luminescence, split luciferase, SaOS-2, uHTS. SaOS-2 split-luciferase Mdm2/MdmX complementation. Protein Mdm4 (Homo sapiens) + E3 ubiquitin-protein ligase Mdm2 (Homo sapiens), …. inhibition, % at 8 µM. AID 485346, 2010. hit rate 3% among 330,000;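 active means inhibition of at least 50% at 8 µM in the primary screen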
# tim10-1 inh: growth inhibitors of tim10-1 mutant yeast, primary screen, luminescence, uHTS; AID 463190, 2010; S. cerevisiae tim10-1 ts strain growth, BacTiter-Glo, 24 h; hit rate 2.2% among 330,000; inhibition, % at 20 µM;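 active means inhibition of at least 40%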;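 further: mutant grown at 25 °C; 0% = DMSO wells with yeast and 100% = wells holding no yeast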
# tim23-1 inh: growth inhibitors of tim23-1 mutant yeast, primary screen, luminescence, uHTS | S. cerevisiae tim23-1 growth, BacTiter-Glo luminescence, 24 h | inhibition, % at 20 µM | hit rate 1.3% among 330,000 | AID 463212, 2010;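 active means growth inhibition of the mutant yeast at or above 50%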;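 further: temperature-sensitive mutant grown at 25 °C; plate controls were DMSO-treated mutant yeast for no effect and medium wells lacking yeast for full effect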
# NR3A LBD binder: binders of NR3A ligand-binding domain, primary screen, biophysical, differential scanning fluorimetry, uHTS; Glutamate receptor ionotropic, NMDA 3A (GRIN3A) ligand-binding domain; NR3A LBD differential scanning fluorimetry, Tm shift; 0% = protein alone, 100% = glycine-bound protein; Tm shift relative to glycine control, % at 25 µM; hit rate 2.5% among 340,000; AID 1259313, 2017;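 active means melting temperature shift of at least 10% of the positive control shift, at one fixed dose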
# NLRP3 yeast inh: NALP3 inflammasome inhibitors in reconstituted yeast, primary screen, luminescence, uHTS. Yeast reconstituted NLRP3/ASC/caspase-1, beta-gal luminescence, 24 h. inhibition, % at 10 µM. hit rate 0.39% among 330,000. AID 2825, 2010;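 active means inhibition of 50% or more; inactive means inhibition below 50%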;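 further: plate controls were induced DMSO wells for no effect and uninduced yeast grown without galactose for full effect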
# APJ ag: agonists of human apelin receptor APJ, primary screen, CHO-K1 cells, PathHunter beta-arrestin, luminescence | P35414 | 0% DMSO wells, 100% apelin | activation, % at 20 µM | hit rate 0.11% among 330,000;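 active means activation more than six SD over the plate average, tested at 20 µM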;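 further: 0% = DMSO alone and 100% = apelin-13 at 10 nM; some results filed as inactive read as strong as hits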
# Target sequence (P35414 whole entry, looked up): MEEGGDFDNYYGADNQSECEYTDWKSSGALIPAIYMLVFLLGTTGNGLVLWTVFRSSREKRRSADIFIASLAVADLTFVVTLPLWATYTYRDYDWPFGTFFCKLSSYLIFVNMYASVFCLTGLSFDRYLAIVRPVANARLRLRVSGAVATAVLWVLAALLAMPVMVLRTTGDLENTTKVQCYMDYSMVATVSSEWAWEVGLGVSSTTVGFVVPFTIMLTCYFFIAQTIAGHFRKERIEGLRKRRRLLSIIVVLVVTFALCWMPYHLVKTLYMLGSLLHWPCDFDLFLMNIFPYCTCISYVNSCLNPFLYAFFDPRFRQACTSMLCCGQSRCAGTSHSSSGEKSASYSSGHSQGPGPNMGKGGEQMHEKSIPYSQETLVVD
#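 Material: engineered CHO-K1 APJ arrestin reporter cells; amount: 1000 CHO-K1 reporter cells seeded per well; incubation: compound stimulation 90 min at 25 °C, detection 60 min; signal: luminescent beta-gal fragment complementation, chemiluminescent substrate; read-out basis: APJ agonist activity; controls: DMSO-only wells as negative, 10 nM Apelin-13 as positive control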
# UPR XBP1 act: activators of adaptive XBP1 UPR arm, primary screen, cell-based, CHO-XBP1 luciferase reporter, luminescence, uHTS; IRE1-XBP1 UPR activation; percent of tunicamycin response, DMSO as zero; activation, % at 20 µM; hit rate 0.33% among 330,000;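 active means versus positive control, 20 µM dose yields 30% or more activation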;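 further: 100% = tunicamycin at 10 µg/mL and 0% = DMSO only wells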
#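 Assay system: IRE1-XBP1 luciferase reporter CHO line. Input: 1000 cells/well. Buffer or medium: F12 with 10% serum. Doses: 20 µM, 1% DMSO. Times: overnight seeding at 37 °C, 6 h compound treatment at 37 °C. Technique: Steady-Glo luciferase glow luminescence, 10 min after reagent addition.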
# An asterisk follows results filed as active; . = no result given.
SMILES,CHOP UPR activ,TIM10 inh,Mdm2-MdmX inh,tim10-1 inh,tim23-1 inh,NR3A LBD binder,NLRP3 yeast inh,APJ ag,UPR XBP1 act
Cc1cc(C)nc(NS(=O)(=O)c2ccc(NS(=O)(=O)c3ccc(C#N)cc3)cc2)n1,1.0,9,5,-5,2,-1,0,-2,-2
Cc1cccc(NC(=O)CCCN2C(=O)c3ccccc3C2=O)n1,2.4,17,7,11,-2,2,2,-9,0
CCOc1ccc(OCC)c(NC(=O)C2CCN(S(=O)(=O)c3c(C)[nH]c(=O)[nH]c3=O)CC2)c1,0.9,6,-3,-10,-1,1,-1,-2,-4
CCN(C(=O)COC(=O)c1c(C)nsc1NC)c1ccccc1,-1.5,4,-16,7,10,-2,16,-4,-3
COC(=O)[C@H](Cc1ccccc1)NC(=O)[C@@]1(C)C[C@@H]1[C@@H](NC(=O)OCc1ccccc1)c1ccccc1,1.8,1,20,17,22,0,22,-8,-1
CCN(Cc1ccccc1)C(c1ccc(C)cc1)c1nnnn1C(C)(C)C (centres undefined),-2.2,12,26,29,24,-1,20,-3,2
O=C(CN(c1ccc(Cl)cc1)S(=O)(=O)c1ccc(Cl)c([N+](=O)[O-])c1)NCCc1ccccc1,28,13,30,11,5,-1,16,1,2
Cc1ccccc1NS(=O)(=O)c1ccc(C)c(C(N)=O)c1,0.9,4,-6,-9,-12,1,3,0,-1
CSc1nc2c(c(=O)[nH]1)C(c1ccccc1Cl)CC(=O)N2 (centres undefined),0.4,-6,-17,-14,-3,-2,-1,-2,-4
N/C(Cc1cccc2ccccc12)=N\OC(=O)c1cccs1,-1.0,61*,15,32,63*,-7,-15,13,2
Fc1ccc(/C=N/n2c(COc3ccccc3)n[nH]c2=S)cc1,1.1,41*,-2,29,16,-1,24,-2,-7
COc1cccc(CNC(=O)c2ccc3c(c2)S(=O)(=O)N=C2CCCCCN23)c1,-1.3,0,24,2,4,-1,2,10,-4
O=C(COc1ccc(Cl)cc1)Nc1ccc(Cc2ccncc2)cc1,-2.4,5,8,-50,20,-1,16,-2,-5
COc1ccccc1C(=O)NCCC(=O)Nc1nc2ccccc2[nH]1,0.6,-10,42,-10,-18,-2,7,-4,1
CCC(C(=O)O/N=C(\N)c1cccc(C)c1)c1ccccc1 (centres undefined),7.6,54*,37,63*,61*,1,5,2,0
CCN(CC)S(=O)(=O)c1ccc(OC)c(NC(=O)CSc2ccccc2)c1,-2.1,23,0,24,24,2,7,-5,-3
O=C(Nc1nc2ccccc2[nH]1)C1CCN(C(=O)c2ccc(F)cc2)CC1,3.2,0,22,4,13,.,14,-4,1
NS(=O)(=O)c1ccc(NC(=O)c2c(F)cccc2Cl)cc1,0.4,-14,16,-15,-14,-2,5,-3,-2
O=C(CSc1nc2c(c(=O)[nH]1)CCC2)Nc1cccc(F)c1,3.6,10,23,4,-2,-2,21,-2,3
Cc1ccc(NC(=O)COC(=O)/C=C/c2ccc(Br)o2)cc1S(=O)(=O)N(C)C,2.9,-9,24,-10,0,0,9,-3,4
O=C(Cc1cccs1)Nc1ccc(F)cc1,0.9,-4,-27,-13,5,0,27,-1,-1
CC(/C=N/NC(=O)c1ccccc1C)=C\c1ccccc1,4.8,1,-20,-12,20,1,14,-3,2
CCN(C(=O)COc1ccc(C)nc1[N+](=O)[O-])C1CCS(=O)(=O)C1 (centres undefined),5.8,3,10,6,3,-3,16,-1,1
CCC(C)[C@H](NC(=O)N1CCN(c2cccc(C(F)(F)F)c2)CC1)C(=O)OC (some centres undefined),-2.3,-10,-3,8,21,5,10,-1,-4
Cc1nn(CC(=O)Nc2ccc(N3CCOCC3)cc2)c(C)c1Br,-0.1,6,16,8,16,-1,23,15,0

# Further structures follow:
SMILES,CHOP UPR activ,TIM10 inh,Mdm2-MdmX inh,tim10-1 inh,tim23-1 inh,NR3A LBD binder,NLRP3 yeast inh,APJ ag,UPR XBP1 act
Cc1ccc(OCC(=O)Nc2ccc(NC(=O)c3cccs3)cc2)c(C)c1,0.2,3,13,0,13,1,13,-1,10
Cn1cccc1C(=O)NNC(=O)COc1ccccc1Cl,2.0,-3,-5,-8,0,0,13,1,0
COC(=O)c1ccc(NC(=S)Nc2ccc3ccccc3c2)cc1,-1.1,1,16,4,-5,6,26,-2,0
COc1ccc(Nc2nc(=O)[nH]nc2C)cc1,-0.9,-12,9,-20,-7,0,6,3,-1
CCCN1C(=O)C2(/C(=C(\O)c3ccc4c(c3)OCCO4)C(=O)C(=O)N2CCCOC)c2ccccc21 (centres undefined),-1.4,-2,-13,13,18,-2,20,-4,-2
C(=N\Nc1ccccn1)/c1c[nH]c2ccccc12,6.6,22,-3,0,13,6,10,-4,3
COc1ccc(N(CC(=O)N2CCN(Cc3ccc4c(c3)OCO4)CC2)S(=O)(=O)c2ccc(F)cc2)cc1,1.6,13,21,5,12,1,5,-3,-1
COc1ccnc(Oc2ccccc2)c1C(N)=O,-1.0,-1,-25,4,11,-2,-4,-1,-2
CC(C)OC(=O)CSc1nnc(-c2ccc(O)cc2)n1Cc1ccccc1,-0.3,7,-7,29,1,-2,-7,-8,3
CC12CN3CC(C)(CN(C1)C3c1ccc(Br)cc1)C2 (centres undefined),-1.3,16,5,-7,7,0,13,-4,0
C/C=C/c1ccc(OCC(O)CN2CCCCC2CC)c(OC)c1 (centres undefined),-0.6,-4,-43,8,12,0,-6,-1,0
Cc1cc(C)nc(Nc2nc3ccccc3o2)n1,1.2,-7,3,3,-4,0,-12,-2,-2
Cc1cc(C)cc(NC(=S)N2CCC(N(C)CC3CCCO3)CC2)c1 (centres undefined),0.5,-4,1,-5,4,-1,0,-4,0
CCOc1ccc(CCNC(=O)COC(=O)Cc2c[nH]c3ccccc23)cc1OCC,-0.3,3,17,11,5,0,19,-7,0
CCC(CC)CN1CCN=C1N(C)C,1.3,6,9,2,10,-2,10,-1,0
S=C1NC(c2ccccc2)N2C(=S)NC(c3ccccc3)N12 (centres undefined),7.9,1,-13,7,14,1,-4,2,2
Cc1cccn2c(=O)cc(COC(=O)C(C)Oc3ccccc3)nc12 (centres undefined),-0.6,-28,13,-45,5,2,11,1,3
O=C(NC1(C(F)(F)F)NC(=O)N(c2ccccc2)C1=O)c1cccs1 (centres undefined),0.4,-15,10,4,5,-1,6,-4,0
O=C(NCc1n[nH]c(=S)n1-c1ccccc1)c1cccs1,1.1,-2,-22,8,9,0,17,-2,-5
COc1cccc(C(C(=O)NC2CCCC2)N(C(=O)c2ccco2)c2ccc(C(C)=O)cc2)c1OC (centres undefined),-0.9,-9,6,12,10,-2,13,-1,2
O=C(Nc1ccc([N+](=O)[O-])cc1)Nc1ccc(Cl)cc1F,2.4,4,87*,25,-19,22*,76*,1,5
O=C(Nc1cccc(C(F)(F)F)c1)c1cc2ncc(Br)cn2n1,-0.8,1,-4,20,2,-2,21,-2,-3
Cc1ccc(OCC(=O)N(C)CC(=O)Nc2ccc(F)cc2)c([N+](=O)[O-])n1,-0.9,3,15,16,-2,0,-12,-5,0
CC[n+]1c(/C=C/Nc2ccccc2)oc2ccccc21,-1.6,8,36,9,3,1,17,0,-5
CCCCCCCCn1c(=O)c(C(=O)OC)c(N)c2ccccc21,5.1,32,75*,36,64*,-12,60*,5,0
Cc1ccc(Nc2cnn(C34CC5CC(CC(CC(=O)O)(C5)C3)C4)c(=O)c2Cl)cc1,-1.9,-4,8,-13,-8,2,4,-4,4
Cn1c(=O)c2c(nc(N3CCOCC3)n2CCCNC2=NCCC2)n(C)c1=O,1.5,6,-4,-15,-10,-2,-7,-3,0
Cc1occc1C(=O)Nc1ccc(S(=O)(=O)N2CCN(C)CC2)cc1,-0.3,8,-24,4,7,-1,1,-1,-3

# A stretch of the results above, for reference:
SMILES,CHOP UPR activ,TIM10 inh,Mdm2-MdmX inh,tim10-1 inh,tim23-1 inh,NR3A LBD binder,NLRP3 yeast inh,APJ ag,UPR XBP1 act
O=C(CSc1nc2c(c(=O)[nH]1)CCC2)Nc1cccc(F)c1,3.6,10,23,4,-2,-2,21,-2,3
Cc1ccc(NC(=O)COC(=O)/C=C/c2ccc(Br)o2)cc1S(=O)(=O)N(C)C,2.9,-9,24,-10,0,0,9,-3,4
O=C(Cc1cccs1)Nc1ccc(F)cc1,0.9,-4,-27,-13,5,0,27,-1,-1
CC(/C=N/NC(=O)c1ccccc1C)=C\c1ccccc1,4.8,1,-20,-12,20,1,14,-3,2
CCN(C(=O)COc1ccc(C)nc1[N+](=O)[O-])C1CCS(=O)(=O)C1 (centres undefined),5.8,3,10,6,3,-3,16,-1,1
CCC(C)[C@H](NC(=O)N1CCN(c2cccc(C(F)(F)F)c2)CC1)C(=O)OC (some centres undefined),-2.3,-10,-3,8,21,5,10,-1,-4
Cc1nn(CC(=O)Nc2ccc(N3CCOCC3)cc2)c(C)c1Br,-0.1,6,16,8,16,-1,23,15,0
Cc1ccc(OCC(=O)Nc2ccc(NC(=O)c3cccs3)cc2)c(C)c1,0.2,3,13,0,13,1,13,-1,10
Cn1cccc1C(=O)NNC(=O)COc1ccccc1Cl,2.0,-3,-5,-8,0,0,13,1,0
COC(=O)c1ccc(NC(=S)Nc2ccc3ccccc3c2)cc1,-1.1,1,16,4,-5,6,26,-2,0
COc1ccc(Nc2nc(=O)[nH]nc2C)cc1,-0.9,-12,9,-20,-7,0,6,3,-1
CCCN1C(=O)C2(/C(=C(\O)c3ccc4c(c3)OCCO4)C(=O)C(=O)N2CCCOC)c2ccccc21 (centres undefined),-1.4,-2,-13,13,18,-2,20,-4,-2
C(=N\Nc1ccccn1)/c1c[nH]c2ccccc12,6.6,22,-3,0,13,6,10,-4,3
COc1ccc(N(CC(=O)N2CCN(Cc3ccc4c(c3)OCO4)CC2)S(=O)(=O)c2ccc(F)cc2)cc1,1.6,13,21,5,12,1,5,-3,-1

# Whole records as entered above:
# Shown for O=C(NC1(C(F)(F)F)NC(=O)N(c2ccccc2)C1=O)c1cccs1 (centres undefined) : CHOP UPR activ = 0.4; TIM10 inh = -15; Mdm2-MdmX inh = 10; tim10-1 inh = 4; tim23-1 inh = 5; NR3A LBD binder = -1; NLRP3 yeast inh = 6; APJ ag = -4; UPR XBP1 act = 0
# Shown for CCCN1C(=O)C2(/C(=C(\O)c3ccc4c(c3)OCCO4)C(=O)C(=O)N2CCCOC)c2ccccc21 (centres undefined) : CHOP UPR activ = -1.4; TIM10 inh = -2; Mdm2-MdmX inh = -13; tim10-1 inh = 13; tim23-1 inh = 18; NR3A LBD binder = -2; NLRP3 yeast inh = 20; APJ ag = -4; UPR XBP1 act = -2
